P. falciparum M1AAP – P. falciparum M1AAP inhibitors, biochemical, fluorogenic H-Leu-NHMec substrate, 1536-well (AID 1445) | actives 0.42% (n = 220,000) | inhibition, % at 30 µM, or IC50 in µM where a hit was titrated | recombinant M1AAP, H-Leu-NHMec fluorogenic kinetic assay; higher % means a stronger effect | Aminopeptidase N (Plasmodium falciparum (isolate 3D7));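 active = primary inhibition above the hit cutoff, then over 50% inhibition at one or more dose response concentrations, cut at about 23% in these data, passing the limit was not always enough; inconclusive = conflicting primary data, or primary hits not chosen for dose response; inactive = low primary inhibition, or under 50% at every dose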;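 also: plate controls were DMSO full reaction for no effect and no enzyme background for full effect; strong numbers were not always called active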
PMI inhibitors – inhibitors of human PMI, primary screen, biochemical, fluorescence intensity, coupled assay (AID 1209). actives 0.42% (n = 190,000). Mannose-6-phosphate isomerase (Homo sapiens). one-dose inhibition, % at 20 µM; IC50 in µM for titrated hits. purified PMI enzyme, coupled fluorescence intensity; higher % means a stronger effect;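 also: plate controls were DMSO vehicle for no effect and wells lacking substrate for full effect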
TNAP activators – human TNAP enzyme activators, primary screen, biochemical, luminescent, no phosphate acceptor, uHTS (AID 1001); Alkaline phosphatase, tissue-nonspecific isozyme (Homo sapiens); purified TNAP, luminescent activation assay, no phosphate acceptor; higher activation fold means a stronger effect; actives 0.03% (n = 200,000); activation fold at 20 µM, or EC50 in µM where a hit was titrated; in the data active = activation fold from about 3, or a potency from the dose series; inactive = the rest, 99 in 100 with activation fold below about 1.6; also: many of its hits are not listed in these tables
K1F lysis inhibition – inhibition of K1F phage lysis, E. coli UTI89, bacterial capsule biogenesis inhibitors, alamar blue (AID 488966). actives 0.02% (n = 340,000). inhibition, % at 100 µM, or IC50 in µM where a hit was titrated. E. coli UTI89 K1F phage lysis, alamar blue, 2 h; higher % means a stronger effect;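 active = phage lysis inhibition, versus mean bacterial control, above a set limit; inconclusive = no clear call, values can overlap the other calls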;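 also: capsule biogenesis inhibitors block K1F phage lysis so surviving cells raise fluorescence; higher fluorescence means more inhibition of phage lysis; actives were called in the ten point dose series up to 300 µM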
XIAP antagonists – XIAP antagonists, biochemical, IAP family, fluorescence polarization (AID 1018); XIAP BIR domain, fluorescence polarization peptide displacement; higher % means a stronger effect; displacement, % at 20 µM, or IC50 in µM where a hit was titrated; actives 0.007% (n = 200,000); E3 ubiquitin-protein ligase XIAP (Homo sapiens); in the data active = displacement above about 50%; also: a part of the inactive calls stands beside numbers as strong as those of hits
P. falciparum M17LAP – P. falciparum M17LAP inhibitors, primary screen, biochemical, fluorogenic H-Leu-NHMec substrate, 1536-well (AID 1619) | recombinant M17LAP, H-Leu-NHMec fluorogenic kinetic assay; higher % means a stronger effect | actives 0.38% (n = 220,000) | inhibition, % at 30 µM, or IC50 in µM where a hit was titrated;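 active = compound inhibiting the enzyme by more than half at any dose during confirmatory dose-response retesting; inconclusive = strong single-dose inhibitors picked by rank but not retested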;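 also: plate controls were full reaction with DMSO carrier for no effect and no enzyme background for full effect; strong numbers were not always called active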
Hep lipid drop – inhibitors of hepatocyte lipid droplet formation, primary screen, imaging, high-throughput imaging, BODIPY stain; actives 0.4% (n = 240,000); AML12 mouse hepatocytes, oleate lipid droplets; inhibition, % at 6.5 µM; AID 1656, 2009;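 active = lipid droplet intensity inhibited by at least 50%, with more than 500 cells counted; inconclusive = wells with under 300 cells, treated as cytotoxic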
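Assay system: AML12 hepatocytes (mouse) / Also added: 100 µM oleic acid challenge / Times: overnight treatment with compound plus oleate / Detection: high-content imaging of BODIPY-stained droplets and DAPI nuclei / Evaluation: % inhibition of lipid droplet signal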
SIAH1 antagonists – Siah-1 peptide-binding antagonists, primary screen, biochemical, fluorescence polarization, rhodamine-plectin, uHTS (AID 1817); one-dose displacement, % at 20 µM; IC50 in µM for titrated hits; actives 0.02% (n = 290,000); E3 ubiquitin-protein ligase SIAH1 (Homo sapiens); Siah-1 / rhodamine-plectin peptide fluorescence polarization; higher % means a stronger effect;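 active = displacement of at least 50% at 20 µM, with a fluorescence ratio check between 0.3 and a set limit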;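 also: plate controls were Siah plus tracer with DMSO for no effect and tracer alone without Siah for full effect; strong numbers were not always called active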
PMI inhibition – human PMI inhibitors, high substrate, primary screen, biochemical, fluorescence intensity, high mannose 6-phosphate (AID 1220) | Mannose-6-phosphate isomerase (Homo sapiens) | recombinant PMI enzyme, coupled fluorescence intensity; higher % means a stronger effect | inhibition, % at 20 µM, or IC50 in µM where a hit was titrated | actives 0.66% (n = 190,000)
Hep lipid drop cells 6.5 µM – further read-out of Hep lipid drop, marked with its call; cell count; measured here: cell count, cytotoxicity flag;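 cells counted across two imaged fields per well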
The depositor's hits bear a star; ? = inconclusive; . = not tested or not shown; [ ] = remark or other dose. Rule as the data show it, unless noted: active = inhibition above about 50%; inactive = the rest.

Short forms: A = P. falciparum M1AAP; B = PMI inhibitors; C = TNAP activators; D = K1F lysis inhibition; E = XIAP antagonists; F = P. falciparum M17LAP; G = Hep lipid drop; H = Hep lipid drop cells 6.5 µM; I = SIAH1 antagonists; J = PMI inhibition
NC(=O)CC(NC(=O)Cc1cccc2ccccc12)c1ccc(NC2CCCCCC2)c([N+](=O)[O-])c1 (stereo not given)
  A = 6%; B = .; C = .; D = 2.0%; E = .; F = 7%; G = 18; H = 693; I = 9%; J = .
COc1ccccc1OCc1n[nH]c(=S)n1Cc1ccccc1
  A = -11%; B = -3%; C = 1; D = 1.1%; E = -1.7%; F = 6%; G = 30; H = 776; I = -3%; J = -6%
CCOC(=O)c1c(C)nc2ccccn12
  A = 8%; B = 6%; C = 1; D = 1.0%; E = -1.0%; F = 3%; G = .; H = .; I = 0%; J = 14%
CCOc1ccccc1NC(=O)c1cc(-c2ccncc2)nc2c(Cl)cccc12
  A = -7%; B = -3%; C = 1; D = 0.4%; E = -2.5%; F = -8%; G = .; H = .; I = -7%; J = -4%
COc1ccc2[nH]c(=O)c(CN(C(=O)c3ccccn3)c3ccccc3)cc2c1
  A = -3%; B = 10%; C = 1.1; D = 0.3%; E = -0.6%; F = 11%; G = .; H = .; I = 1%; J = 13%
C=CCN1C(=O)/C(=C2/Sc3ccccc3N2C)SC1=Nc1c(C)n[nH]c1C
  A = ?; B = 20%; C = 1.2; D = 0.0%; E = 0.9%; F = -14%; G = -1; H = 730; I = -2%; J = 20%
Nc1nnc(SCC(=O)NC23CC4CC(CC(C4)C2)C3)s1
  A = 10%; B = 2%; C = 1.1; D = 0.5%; E = -5.5%; F = 13%; G = 12; H = 794; I = -4%; J = 2%
CC1CN(S(=O)(=O)c2cccc(C(=O)OC/C(O)=C(\C#N)c3nc4ccccc4[nH]3)c2)CC(C)O1 (stereo not given)
  A = 0%; B = 14%; C = 1.2; D = 2.7%; E = -4.9%; F = 23%; G = 11; H = 692; I = -14%; J = 24%
COc1ccc(NC(=O)COC(=O)CNC(=O)C2CCCCC2)cc1
  A = 7%; B = -8%; C = 1; D = 0.5%; E = 0.9%; F = 13%; G = 11; H = 699; I = 0%; J = -4%
Nc1c(Br)cc2oc(-c3ccccc3)nc2c1Br
  A = -2%; B = 10%; C = 1.1; D = 0.3%[50 µM]; E = -2.7%; F = 1%; G = -14; H = 630; I = 4%; J = 4%
O=C(NCc1ccccc1)N(Cc1cc2cc3c(cc2[nH]c1=O)OCO3)CC1CCCO1 (stereo not given)
  A = 21%; B = -5%; C = 1.1; D = -0.1%; E = -3.7%; F = -5%; G = .; H = .; I = 3%; J = -4%
CCOC(=O)C1=C(O)/C(=C/N(C)C)N=C1C
  A = 4%; B = 2%; C = 1.1; D = -0.1%; E = -4.6%; F = -11%; G = .; H = .; I = 2%; J = 22%
O=S(=O)(NCC(c1ccco1)N1CCN(c2ccccc2F)CC1)c1ccc(F)cc1 (stereo not given)
  A = 6%; B = 5%; C = 1; D = -0.3%[50 µM]; E = 0.7%; F = 10%; G = 5; H = 651; I = 12%; J = 2%
O=C1CC(c2ccccc2)C(C(=O)O)N1 (stereo not given)
  A = -2%; B = 0%; C = 1.1; D = 0.3%; E = -4.5%; F = 9%; G = .; H = .; I = 3%; J = 1%
CCn1c(C(c2ccccc2)c2ccccc2)n[nH]c1=S
  A = 2%; B = 6%; C = 1; D = -0.1%; E = -3.6%; F = -1%; G = .; H = .; I = 3%; J = 2%
O=C(Cn1ccc2ccccc2c1=O)NCC1COc2ccccc2O1 (stereo not given)
  A = 4%; B = 17%; C = 1; D = 0.7%; E = -11%; F = 11%; G = -24; H = 565; I = -1%; J = 21%
COc1ccc(NC(=O)c2ccc(-n3cccn3)c([N+](=O)[O-])c2)cc1
  A = 17%; B = 13%; C = 1; D = -0.9%; E = -1.3%; F = 1%; G = -12; H = 555; I = 3%; J = 6%
CC(C)(C)OC(=O)N1CCCC1C(=O)O (stereo not given)
  A = 4%; B = 9%; C = 1; D = -0.2%; E = -3.0%; F = -4%; G = -2; H = 627; I = 4%; J = 10%
CCOC(=O)c1cnn(-c2ccc(C(C)C)cc2)c1NC(=O)C1CCC1
  A = 4%; B = -1%; C = 1.1; D = -0.2%; E = -5.0%; F = 1%; G = .; H = .; I = 4%; J = -2%
COc1ccc(CC(=O)OCC(=O)NCCc2ccccc2)cc1OC
  A = 0%; B = 8%; C = 1.2; D = 1.0%[50 µM]; E = -6.3%; F = 5%; G = -2; H = 587; I = 4%; J = 3%
COc1cc(/C=N/NC(N)=S)ccc1OCC(=O)Nc1ccc(C)cc1
  A = 10%; B = -3%; C = 1.2; D = 0.1%; E = -1.7%; F = 16%; G = 3; H = 662; I = 0%; J = 0%
CN(Cc1cccs1)c1nc(-c2cccnc2)nc2ccccc12
  A = 5%; B = -3%; C = 1.1; D = -0.2%; E = -5.3%; F = 8%; G = 8; H = 618; I = -1%; J = -2%
CCCOC(=O)c1ccc(NC(=O)c2ccccc2[N+](=O)[O-])cc1
  A = 10%; B = 5%; C = 1; D = 1.3%; E = -8.1%; F = -6%; G = 5; H = 638; I = -1%; J = 3%
O=C(O)c1ccc(/C=N/NC(=O)c2ccc(CN3c4cccc5cccc(c45)S3(=O)=O)cc2)cc1
  A = 8%; B = .; C = .; D = -0.6%; E = .; F = 15%; G = 16; H = 750; I = .; J = .
COc1ccc(NC(=O)C(=O)N2N=C(C(C)C)CC2(O)C(F)(F)F)cc1 (stereo not given)
  A = -2%; B = -2%; C = 1.2; D = -1.6%; E = 0.4%; F = 2%; G = .; H = .; I = 2%; J = -1%
COc1cc(C)ccc1OCCOCCOc1cccc2ccc(C)nc12
  A = 2%; B = 14%; C = 1.1; D = 0.1%; E = -1.4%; F = 1%; G = -17; H = 699; I = 39%; J = 8%
CCCC(=O)NC(c1ccco1)c1c(O)ccc2ccccc12 (stereo not given)
  A = 5%; B = 41%; C = 1.2; D = 0.3%; E = -1.7%; F = -12%; G = -27; H = 720; I = -1%; J = 34%
O=S(=O)(c1cccs1)N1CCCc2ccccc21
  A = 11%; B = 11%; C = 1.1; D = 0.3%; E = -1.9%; F = 7%; G = -11; H = 613; I = 26%; J = 10%
COCCNC(=O)c1ccc2c(c1)CCN2S(C)(=O)=O
  A = 5%; B = -7%; C = 1.1; D = -0.5%; E = -3.3%; F = 0%; G = 4; H = 749; I = 6%; J = -7%
O=C(O)c1ccccc1OCc1ccccc1Cl
  A = -11%; B = .; C = .; D = 0.1%; E = .; F = 1%; G = 8; H = 691; I = -4%; J = .
CSc1ccc(C#N)cc1NC(=O)c1ccc(Cl)cc1Cl
  A = 1%; B = 16%; C = 1.1; D = 0.1%; E = -3.7%; F = -5%; G = 5; H = 682; I = 2%; J = 17%
Cc1cc(Cl)ccc1Nc1ncccc1C(N)=O
  A = -4%; B = -2%; C = 1.1; D = 0.4%; E = -2.6%; F = 13%; G = -27; H = 731; I = -4%; J = -2%
CC(C)(C)c1cc[n+](/C(C(=S)Nc2ccccc2F)=C(/[O-])c2ccc3c(c2)OCCO3)cc1
  A = 5%; B = 20%; C = 1; D = 0.3%; E = -6.6%; F = -1%; G = 5; H = 692; I = -4%; J = 38%
Cc1nc2nc(N)nn2c(C)c1C/C=C/c1ccccc1
  A = 2%; B = -2%; C = 1.2; D = 0.6%; E = -13%; F = -2%; G = 10; H = 726; I = 1%; J = 2%
COc1ccccc1Cc1noc(COc2cccc(C)c2C)n1
  A = -2%; B = 20%; C = 1.1; D = 0.0%; E = -1.6%; F = -1%; G = -1; H = 673; I = 4%; J = 19%
COC(=O)Nc1snnc1C
  A = 2%; B = 9%; C = 1.1; D = -0.1%; E = -1.7%; F = -9%; G = .; H = .; I = -1%; J = 10%
CSc1ncccc1C(=O)Nc1ccc(S(=O)(=O)NC2=NCCCCC2)cc1
  A = -3%; B = -14%; C = 0.9; D = 0.6%; E = -3.4%; F = -3%; G = -6; H = 706; I = 12%; J = -2%
S=C(NC1CCCCC1)N(CCc1nc2ccccc2[nH]1)C1CCCC1
  A = 2%; B = 16%; C = 1.3; D = -0.2%; E = -4.4%; F = 9%; G = -3; H = 700; I = 2%; J = 14%
CC(=O)c1ccc(NC(=O)CN2C(=O)COc3ccc(Cl)cc32)cc1
  A = -1%; B = 4%; C = 1.2; D = -2.4%; E = -0.3%; F = 13%; G = .; H = .; I = 4%; J = 2%
CCN(c1ccccc1)S(=O)(=O)c1ccc(Cl)c(C(=O)OCC(=O)NC(=O)C(C)C)c1
  A = 2%; B = 2%; C = 1.1; D = -0.2%; E = -3.0%; F = -8%; G = -6; H = 664; I = -1%; J = 16%
O=C(COc1ccc2ccccc2c1)Nc1cccc2c1C(=O)NC2=O
  A = 0%; B = -7%; C = 1.1; D = .; E = -12%; F = -5%; G = -1; H = 627; I = 11%; J = 7%
CCN1CCN(c2ncnc3c2c(-c2ccccc2)cn3-c2ccc(F)cc2)CC1
  A = 1%; B = 4%; C = 1.1; D = 0.4%; E = -6.0%; F = 2%; G = 33; H = 788; I = -7%; J = 5%

Some of these compounds in order of formula weight, low to high.
Short forms: A = P. falciparum M1AAP; B = PMI inhibitors; C = TNAP activators; D = K1F lysis inhibition; E = XIAP antagonists; F = P. falciparum M17LAP; G = Hep lipid drop; H = Hep lipid drop cells 6.5 µM; I = SIAH1 antagonists; J = PMI inhibition
O=C1CC(c2ccccc2)C(C(=O)O)N1 (stereo not given)
  A = -2%; B = 0%; C = 1.1; D = 0.3%; E = -4.5%; F = 9%; G = .; H = .; I = 3%; J = 1%
CCn1c(C(c2ccccc2)c2ccccc2)n[nH]c1=S
  A = 2%; B = 6%; C = 1; D = -0.1%; E = -3.6%; F = -1%; G = .; H = .; I = 3%; J = 2%
COc1ccc(NC(=O)COC(=O)CNC(=O)C2CCCCC2)cc1
  A = 7%; B = -8%; C = 1; D = 0.5%; E = 0.9%; F = 13%; G = 11; H = 699; I = 0%; J = -4%
